Screening data deposited in PubChem BioAssay by several laboratories.
eLon inh: inhibitors of E. coli Lon protease, primary screen, biochemical, fluorescence polarization. purified E. coli Lon protease. inhibition, % at 7.94 µM. 0.42% of 360,000 active. AID 602123, 2011; in the data active = inhibition above about 13%, passing the limit was not always enough;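 note: 0% = enzyme with probe and DMSO and 100% = no enzyme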
Tb MetRS inh: T. brucei MetRS inhibitors, primary screen, biochemical, luminescence. inhibition, % at 11.9 µM. purified T. brucei MetRS, ATP depletion, Kinase-Glo luminescence. methionyl-tRNA synthetase (Trypanosoma brucei brucei). 0.4% of 360,000 active;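 active = inhibition above a per-plate cutoff of the control wells' mean inhibition plus 3 SD, cut at about 5.5% in these data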;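 note: 0% = DMSO wells median and 100% = median of wells with control inhibitor compound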
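Test system – parasite MetRS enzyme · Reagent – substrates ATP, L-methionine and bulk Escherichia coli tRNA · Doses – 11.9 µM compound single dose, 0.9% DMSO · Times – 15 min enzyme-compound preincubation, 2 h reaction, 10 min detection, 25 °C · Signal – Kinase-Glo luminescence, ATP depletion format · Controls – DMSO-only wells as low control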
Neddylation inh: inhibitors of cullin neddylation, primary screen, biochemical, TR-FRET, uHTS, NAE and Ubc12; 0.58% of 360,000 active; calls only at 25 µM; NEDD8-conjugating enzyme Ubc12 (Homo sapiens) + NEDD8-activating enzyme E1 regulatory …; in the data active = inhibition above about 36%
MLLE-PAM2 inh: inhibitors of PABP1 MLLE–PAM2 peptide binding, primary screen, biochemical, fluorescence polarization, FITC-PAM2, GST-MLLE | 0.36% of 360,000 active | AID 588489, 2011 | Polyadenylate-binding protein 1 (Homo sapiens), P11940 | inhibition, % at 20 µM; in the data active = inhibition above about 35%, passing the limit was not always enough;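 note: plate controls were DMSO wells with GST-MLLE for no effect and wells lacking GST-MLLE protein for full effect; some results filed as inactive read as strong as hits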
Target sequence (P11940 whole entry, looked up): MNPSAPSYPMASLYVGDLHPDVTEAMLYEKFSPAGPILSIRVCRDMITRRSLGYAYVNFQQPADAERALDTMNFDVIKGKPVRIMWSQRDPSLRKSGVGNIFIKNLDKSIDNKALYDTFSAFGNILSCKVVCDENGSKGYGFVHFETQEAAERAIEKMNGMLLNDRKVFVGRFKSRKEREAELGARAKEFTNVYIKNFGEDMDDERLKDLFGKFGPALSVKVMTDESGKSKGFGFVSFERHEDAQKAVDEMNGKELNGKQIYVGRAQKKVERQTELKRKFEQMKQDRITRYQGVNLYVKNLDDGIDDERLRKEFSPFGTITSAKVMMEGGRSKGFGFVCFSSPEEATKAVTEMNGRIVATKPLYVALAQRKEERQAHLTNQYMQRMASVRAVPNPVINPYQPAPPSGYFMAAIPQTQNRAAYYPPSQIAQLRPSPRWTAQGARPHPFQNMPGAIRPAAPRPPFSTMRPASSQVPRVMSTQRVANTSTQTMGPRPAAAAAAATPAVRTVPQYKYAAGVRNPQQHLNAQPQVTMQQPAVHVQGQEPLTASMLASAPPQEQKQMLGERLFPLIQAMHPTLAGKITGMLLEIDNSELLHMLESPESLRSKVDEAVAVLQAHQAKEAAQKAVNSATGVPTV
Rin1 Abl inh: inhibitors of Rin1-Abl protein binding, primary screen, biochemical, TR-FRET. Tyrosine-protein kinase ABL1 (Homo sapiens) + Ras and Rab interactor 1 (Homo sapiens), …. inhibition, % at 7.35 µM. 0.4% of 360,000 active. AID 588664, 2011; in the data active = inhibition above about 5%, passing the limit was not always enough
MsrA act: bovine MsrA enzyme activators, primary screen, biochemical, absorbance, HTS. AID 602163, 2012. activation, % at 10.6 µM. purified bovine MsrA, absorbance read-out. Methionine sulfoxide reductase A (Bos taurus). 0.3% of 360,000 active; in the data active = activation above about 7.5%;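 note: 0% = vehicle and 100% = reference activator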
CSN deneddyl inh: inhibitors of CSN-mediated cullin deneddylation, primary screen, biochemical, fluorescence polarization, uHTS | Purified CSN, SCF-Nedd8-OG deneddylation | inhibition, % at 12.5 µM | 0.38% of 360,000 active | COP9 signalosome complex subunit 5 (Homo sapiens), Q92905;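 active = pattern-corrected inhibition above about 35%, with an unprinted fluorescence ratio check between 0.5 and 1.5, limit read from the data, passing the limit was not always enough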;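 note: 0% = enzyme with substrate and 100% = substrate without enzyme; some results filed as inactive read as strong as hits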
Target sequence (Q92905 whole entry, looked up, one chain of several): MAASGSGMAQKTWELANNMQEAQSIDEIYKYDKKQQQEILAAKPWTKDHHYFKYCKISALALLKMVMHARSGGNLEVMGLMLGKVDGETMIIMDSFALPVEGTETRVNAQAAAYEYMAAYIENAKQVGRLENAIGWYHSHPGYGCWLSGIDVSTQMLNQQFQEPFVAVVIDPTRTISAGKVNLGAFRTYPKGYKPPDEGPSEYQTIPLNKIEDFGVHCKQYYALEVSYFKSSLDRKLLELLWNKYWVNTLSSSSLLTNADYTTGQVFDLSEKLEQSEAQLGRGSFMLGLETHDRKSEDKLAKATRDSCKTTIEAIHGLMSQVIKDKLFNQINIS
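Assay system: Purified human Csn5 enzyme expressed in HEK293T cells | Amount: Enzyme 0.24 nM | Measured by: Fluorescence polarization readout | Medium: Tris/NaCl/DTT buffer, pH 7.5 | Compound dosing: One concentration, 12.5 µM, 0.25% DMSO | Times: 90 min incubation of compound, enzyme and substrate at room temperature | Control set: no-enzyme wells high, enzyme-with-substrate wells low | Read-out: % inhibition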
MsrA inh: bovine MsrA enzyme inhibitors, primary screen, biochemical, absorbance, HTS. 0.75% of 360,000 active. inhibition, % at 15.5 µM. AID 651718, 2012. Methionine sulfoxide reductase A (Bos taurus). purified bovine MsrA, absorbance read-out; in the data active = inhibition above about 4.5%;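 note: 0% = vehicle wells with enzyme and 100% = reference inhibitor wells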
FAS-TE inh: FAS thioesterase domain inhibitors, primary screen, biochemical, fluorescence intensity, uHTS. Fatty acid synthase (Homo sapiens), P49327. recombinant FAS-TE, OMFH fluorogenic substrate, fluorescence endpoint. inhibition, % at 15 µM. 0.67% of 360,000 active;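 active = compounds whose normalised, plate-corrected inhibition of enzyme fluorescence in the single-dose primary screen is 50% or more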;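 note: 0% = DMSO with enzyme and 100% = substrate without enzyme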
Numbers without * were called inactive; i = inactive; . = not tested or not shown.

SMILES	eLon inh	Tb MetRS inh	Neddylation inh	MLLE-PAM2 inh	Rin1 Abl inh	MsrA act	CSN deneddyl inh	MsrA inh	FAS-TE inh
CCCN(CC1CCCO1)C(=O)c1cc(COc2ccc(F)cc2F)on1 (stereo not drawn)	-6	-0.3	i	-2	0	-2	-2	-0.7	0
COc1ccc(C(=O)OCC(=O)c2ccc(Cl)s2)c(OC)c1OC	-13	-0.4	i	-2	-5	-2	3	-0.5	10
O=C(COc1ccc(S(=O)(=O)N2CCOCC2)cc1Cl)NC1CCCCC1	-1	-0.6	i	13	5	-7	0	-1.2	0
CC(=NNS(=O)(=O)c1ccc([N+](=O)[O-])cc1)c1ccc(C)cc1	-1	-0.3	i	-3	0	-3	-1	0.2	34
COc1ccc(S(=O)(=O)N(Cc2cc3cc(C)ccc3[nH]c2=O)CC2CCCO2)cc1 (stereo not drawn)	-7	0.6	i	7	0	-5	-2	0.5	1
Cc1cc(/C=N/NC(=O)Cn2c3ccccc3c(=O)c3ccccc32)c(C)n1-c1ccc(Cl)cc1	-7	-0.5	.	-6	1	-8	6	1.2	31
CCCCN1C(=O)NC(NC(=O)C2CC2)(C(F)(F)F)C1=O (stereo not drawn)	6	-1.0	i	6	2	-8	-1	-0.3	-4
COc1cc(OC)c(NC(=S)Nc2cccc(C(C)=O)c2)cc1Cl	-2	2.5	i	25	3	-7	-8	0.9	6
Cc1occc1-c1n[nH]c(=S)n1-c1ccccc1	-2	0.4	i	-13	-7	-2	-6	-0.1	-5
CC1=C(C(=O)N(C)C)CC(CC(=O)NCc2cccc3ccccc23)C(=O)N1Cc1ccccc1 (stereo not drawn)	-3	-1.0	i	-3	-3	-4	2	0.2	8
Cn1c(SCc2ccon2)nc2ccccc2c1=O	5	0.3	i	8	0	1	5	1.4	-2
CCC1CCCCN1CCCNC(=O)c1ccc(CS(=O)(=O)Cc2ccc(Cl)cc2)o1 (stereo not drawn)	-20	-0.1	i	9	0	-1	-3	-0.4	-3
O=C(CCN1N=C(c2ccccc2)CCC1=O)NC1CCCC1	-6	-0.1	i	18	-5	-4	0	-0.3	-4
CCOc1ccc(NC(=O)Cc2c(O)c3ccccc3[nH]c2=O)cc1	-7	-1.2	i	-6	5	-1	2	1.9	-6
Cc1ccc(CCNC(=O)C2CCCN(S(=O)(=O)c3c(C)noc3C)C2)cc1 (stereo not drawn)	-5	-0.4	i	0	1	-3	2	-2.0	-4
COc1ccc(C(=O)N2CCCC(Nc3ccc(C)c(C)c3)C2)cc1F (stereo not drawn)	-9	-0.1	i	4	1	-4	0	-0.8	2
COc1ccccc1OCCNC(=O)/C=C/c1ccc([N+](=O)[O-])cc1	4	0.7	i	7	2	-2	-3	1.5	8
CCOc1ccccc1N1CCN(C(=O)c2ccc(OCC(=O)N3CCOCC3)c(OC)c2)CC1	5	-0.5	i	3	0	2	-1	-0.7	-7
C[C@H](CO)N1C[C@H](C)[C@@H](CN(C)S(=O)(=O)c2ccc(F)cc2)Oc2c(NC(=O)Nc3ccc(C(F)(F)F)cc3)cccc2C1=O	-3	-0.4	i	10	4	-1	-3	-0.4	50*
Cc1ccccc1NC1c2ccccc2C(=O)N1Cc1ccco1 (stereo not drawn)	-4	-0.2	i	4	-1	0	-4	1.3	5
CC(=O)Nc1ccc2c(c1Br)Cc1ccccc1-2	-5	-0.1	i	-11	0	-4	4	-0.7	11
O=[N+]([O-])c1ccccc1S(=O)(=O)NCc1cccnc1	-5	-1.1	i	-3	1	-3	4	0.1	-3
Cc1ccc(NC2=NCC(=O)N2Cc2ccccc2)c(C)c1	-8	-0.3	i	-7	4	-3	-4	0.2	0
Cc1cccc(Cn2cccc2/C=C2/C(=N)N3C=CSC3=NC2=O)c1	-52	0.2	i	-37	-2	1	1	-0.5	9
COc1cc(C(=O)Nc2nc(C)c(Cc3ccc4c(c3)OCO4)s2)cc(OC)c1OC	0	0.2	i	33	4	-3	-2	0.3	39
O=c1c(Cc2ccc(Cl)cc2Cl)c(O)ccn1Cc1ccc(Cl)cc1	-4	5.9*	i	-4	-1	-3	7	-1.2	20
Cc1c2ccccc2nc2c(F)c(NC(C)C)c(F)c(F)c12	107*	-0.5	i	145	0	-4	11	-1.9	-5
CCOc1ccc(NC(=O)Cn2c(=O)oc3cc(Cl)ccc32)cc1	-3	-0.6	i	4	1	-6	-1	-0.4	1
O=C(COc1ccc(F)cc1)N1CCc2ccccc2C1	3	-0.9	i	-5	-5	-7	-2	-1.4	4
CC1=CCC(Cc2nc3ccccc3o2)C1(C)C (stereo not drawn)	-5	-0.2	i	-17	7	-2	-3	-0.5	3

No new results follow: entries from further up.
SMILES	eLon inh	Tb MetRS inh	Neddylation inh	MLLE-PAM2 inh	Rin1 Abl inh	MsrA act	CSN deneddyl inh	MsrA inh	FAS-TE inh
C[C@H](CO)N1C[C@H](C)[C@@H](CN(C)S(=O)(=O)c2ccc(F)cc2)Oc2c(NC(=O)Nc3ccc(C(F)(F)F)cc3)cccc2C1=O	-3	-0.4	i	10	4	-1	-3	-0.4	50*
Cc1ccccc1NC1c2ccccc2C(=O)N1Cc1ccco1 (stereo not drawn)	-4	-0.2	i	4	-1	0	-4	1.3	5
CC(=O)Nc1ccc2c(c1Br)Cc1ccccc1-2	-5	-0.1	i	-11	0	-4	4	-0.7	11
O=[N+]([O-])c1ccccc1S(=O)(=O)NCc1cccnc1	-5	-1.1	i	-3	1	-3	4	0.1	-3
Cc1ccc(NC2=NCC(=O)N2Cc2ccccc2)c(C)c1	-8	-0.3	i	-7	4	-3	-4	0.2	0
Cc1cccc(Cn2cccc2/C=C2/C(=N)N3C=CSC3=NC2=O)c1	-52	0.2	i	-37	-2	1	1	-0.5	9
COc1cc(C(=O)Nc2nc(C)c(Cc3ccc4c(c3)OCO4)s2)cc(OC)c1OC	0	0.2	i	33	4	-3	-2	0.3	39
O=c1c(Cc2ccc(Cl)cc2Cl)c(O)ccn1Cc1ccc(Cl)cc1	-4	5.9*	i	-4	-1	-3	7	-1.2	20
Cc1c2ccccc2nc2c(F)c(NC(C)C)c(F)c(F)c12	107*	-0.5	i	145	0	-4	11	-1.9	-5
CCOc1ccc(NC(=O)Cn2c(=O)oc3cc(Cl)ccc32)cc1	-3	-0.6	i	4	1	-6	-1	-0.4	1
O=C(COc1ccc(F)cc1)N1CCc2ccccc2C1	3	-0.9	i	-5	-5	-7	-2	-1.4	4

The list goes on.
SMILES	eLon inh	Tb MetRS inh	Neddylation inh	MLLE-PAM2 inh	Rin1 Abl inh	MsrA act	CSN deneddyl inh	MsrA inh	FAS-TE inh
CCCCC(=O)Nc1ccc(C(=O)Nc2ccc3c(c2)OCO3)cc1	-3	-0.9	i	7	4	-4	-10	0.5	-22
Cc1cc(C(=O)OCC(=O)N2CCOCC2)ccc1[N+](=O)[O-]	4	-1.3	i	-1	0	-2	6	0.7	-1
COc1ccc(Cc2nc3ccc(C(=O)NC(C)c4cnn(C)c4)cc3o2)cc1 (stereo not drawn)	-2	-0.5	i	14	0	-6	1	1.0	-2
CCc1nnc(SCC(=O)NC2CC2)n1CC	20	-0.6	i	-2	1	-7	6	-0.1	-6
COc1cc(/C=N/Nc2ccc(C(F)(F)F)cn2)ccc1O	3	-0.3	i	6	4	-1	-8	3.2	11
CCCN1C(=O)c2[nH]nc(-c3cc(Cl)c(C)cc3O)c2C1c1ccc(O)c(OC)c1 (stereo not drawn)	10	0.3	i	15	0	-2	3	1.3	-148
COC(=O)c1c(NC(=O)CSc2n[nH]c(N)n2)sc(C)c1C	4	-0.8	i	-7	-3	-6	2	0.1	-24
CSCCC(N=CC1=C(O)CC(C)(C)CC1=O)C(=O)O (stereo not drawn)	4	-3.4	i	-1	-3	-3	-1	-0.2	-4
O=C(COC(=O)c1cccc(C(=O)OCC(=O)NC2CC2)n1)NC1CC1	-5	-0.6	i	-5	1	-6	5	-0.4	-7
COc1ccc(CC(=O)OCC(=O)Nc2cc(S(=O)(=O)N3CCOCC3)ccc2N2CCCC2)cc1	-8	0.2	i	5	5	-2	16	3.8	-5
O=C(O)C1CC(=O)N(CCc2ccccc2)C1 (stereo not drawn)	-12	-0.1	i	10	1	-7	-1	-0.2	-9
O=C(c1cn(-c2ccccc2)nc1-c1cccs1)N1CCOCC1	5	2.9	i	0	2	-6	3	-2.0	-3
CCCNC(=O)NS(=O)(=O)c1ccc(Cl)cc1	-3	-1.2	i	8	-1	-6	1	0.5	-4
C/C(CCN1CCc2nc(-c3ccccc3)c(-c3ccccc3)cc2C1)=N\O[C@@H](C)c1cc(-c2c(C)cc(C)cc2C)no1	-16	-0.3	i	-5	1	-7	6	.	4
Cc1ccc(/C=N/NC(=O)c2cc(-c3cccnc3)nc3ccccc23)cc1	-5	-0.6	i	9	-7	-4	9	0.1	4
O=S(=O)(c1ccc(N2CCN(c3ccc(F)cc3)CC2)cc1)N1CCCC1	4	-0.2	i	1	4	-2	-4	-0.1	-4
Cn1nc(C(C)(C)C)cc1C(=O)Nc1nc2c(s1)C(=O)CC(C)(C)C2	-1	-0.4	i	1	0	-1	2	1.8	-5
CCn1c(COc2ccccc2C)nnc1SCC(=O)OC	-3	-0.1	i	0	3	-3	1	-1.6	-11
